Bioassay records: PubChem BioAssay, National Center for Advancing Translational Sciences (NCATS)
BRCA1 expr up: activators of BRCA1 expression; MCF7-BRCA1-FFLuc reporter, luminescence, 48 h; response scale: scaled: vehicle 0%, 10 µM genistein 100%; Potency, µM (series often up to 46.1 µM), for inactives: top-dose activation, hits mostly activators; 380,000 compounds, 1.1% hits; AID 624202; further: potency means the concentration at half of the fitted maximal effect; nearly all actives have a fitted effect of over 80% in size; some results filed as inactive show a strong effect at the top dose
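MCF7 cells carrying a BRCA1-firefly luciferase reporter (2000 cells/well, phenol-red free MEM) were attached for 2 h at 37 °C, then given compounds for 48 h. Luminescence was read 15 min after luciferase reagent; activity normalized to genistein (10 microM) and DMSO.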
FLuc counter: counter-screen for miR-21 project: firefly luciferase inhibitors or activators; purified FLuc, Km substrates, luminescence inhibition; Potency, µM (titrated, usually from 57.5 µM), inactives show top-dose activity change, negative = inhibition, actives largely listed as inhibitors; P08659; AID 588342; 360,000 compounds, 6.9% hits;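 further: potency means the concentration at half of the fitted maximal effect; plate controls were vehicle for no effect and reference inhibitor for full effect; nearly all actives have a fitted effect of over 55% in size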
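Purified P. pyralis luciferase (10nM final) with 10uM D-luciferin and 10uM ATP (Km levels) in 50mM Tris acetate pH 7.5, 10mM Mg acetate, 0.01% Tween-20, 0.05% BSA; qHTS 6-point titration, ~60 µM downward; luminescence read.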
RORgamma inh: ROR gamma (mouse) transcription inhibition. P51450. Drosophila S2 Gal4-RORgamma UAS-luciferase reporter, 20 h. Potency, µM (top dose mostly 53.6 µM), for the others: at the top dose activity change, negative = inhibition, actives largely listed as inhibitors. 310,000 compounds, 5.4% hits. AID 2551; further: potency means the concentration at half of the fitted maximal effect; on the % scale 0 is the no-effect control and ±100 the full control effect; nearly all actives have a fitted effect of over 60% in size
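Read-out: Photinus luciferase luminescence; inhibitors lower reporter signal. Insect Schneider cells with Gal4-ROR gamma fusion under metallothionein promoter, UAS reporter; 700 uM final copper sulfate induction, 20 hr, ambient temperature.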
p53 reactivator: mutant p53 re-activation in reporter cells; H1299 p53-A138V BP100-luciferase reporter, luminescence, 24 h; Potency, µM (highest dose often 92.2 µM), inactives show at the top dose activity change, positive = activation, most hits filed as activators; 320,000 compounds, 0.063% hits; further: potency means the concentration at half of the fitted maximal effect; % of control where 0% means no effect; nearly all actives have a fitted effect of over 45% in size
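H1299 (p53-null), stable ts p53-A138V + BP100-Luc; 1000 cells/well, Opti-MEM/10% FBS; cpd 4 pt, 1:5; 24 h, 37 deg C, 5% CO2; detection reagent 10 min RT; luminescence.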
ELG1 repair inh: ELG1-dependent DNA repair inhibition; Potency, µM (doses to about 46.1 µM), without a hit: top-dose activity change, negative = inhibition, most hits filed as inhibitors; HEK293T ELG1-luciferase reporter, luminescence, 16 h; DNA damage induced by 5-fluorouridine; AID 504467; 330,000 compounds, 2.3% hits; further: potency means the concentration at half of the fitted maximal effect; on the % scale 0 is the no-effect control and ±100 the full control effect; nearly all actives have a fitted effect of over 55% in size
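Luminescence from the luciferase reporter, measured 30 min after ONE-Glo reagent at room temperature, was the read-out. Beforehand, 2,000 cells per well were exposed for 16 hr at 37 °C to 5-fluorouridine together with compound or vehicle.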
Tb PFK block: blocks T. brucei phosphofructokinase; O15648; Potency, µM (highest dose often 57.5 µM), without a hit: top-dose activity, negative = inhibition, usual class: inhibitors; 330,000 compounds, 0.17% hits; T. brucei PFK, ADP-Glo luminescence;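 further: potency means the concentration at half of the fitted maximal effect; 0% = uninhibited 1x PFK enzyme wells and -100% = no-enzyme wells; nearly all actives have a fitted effect of over 60% in size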
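PFK 1.25 nM, F6P 0.5 mM, ATP 0.1 mM, 0.1 M TEA pH 8.0, 5 mM MgCl2, 0.01% Tween20, 0.1% BSA; 45 min RT. ADP-Glo readout. qHTS titration up to 57 uM; curves fitted, compounds curve-classed.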
VP16 counter: counter-screen for ROR gamma inhibitors: Gal4-VP16 reporter; Drosophila S2 Gal4-VP16 UAS-luciferase, luminescence, 20 h; Potency, µM (top dose mostly 53.6 µM), for inactives: at the top dose activity, negative = inhibition, usual class: inhibitors; 310,000 compounds, 3.5% hits;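 further: Gal4-VP16 expression switched on by copper sulfate through the metallothionein promoter; potency means the concentration at half of the fitted maximal effect; on the % scale 0 is the no-effect control and ±100 the full control effect; nearly all actives have a fitted effect of over 50% in size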
TRPV1 agonist: human TRPV1 agonism. Q8NER1. TRPV1-expressing cells, Fluo-8 calcium influx, agonist mode. activation, % at 8.33 µM. 320,000 compounds, 0.19% hits. AID 540275; in the data active means activation above about 80%; inconclusive means between about 30% and that limit; further: 0% is about no effect
Target sequence (Q8NER1 whole entry, looked up): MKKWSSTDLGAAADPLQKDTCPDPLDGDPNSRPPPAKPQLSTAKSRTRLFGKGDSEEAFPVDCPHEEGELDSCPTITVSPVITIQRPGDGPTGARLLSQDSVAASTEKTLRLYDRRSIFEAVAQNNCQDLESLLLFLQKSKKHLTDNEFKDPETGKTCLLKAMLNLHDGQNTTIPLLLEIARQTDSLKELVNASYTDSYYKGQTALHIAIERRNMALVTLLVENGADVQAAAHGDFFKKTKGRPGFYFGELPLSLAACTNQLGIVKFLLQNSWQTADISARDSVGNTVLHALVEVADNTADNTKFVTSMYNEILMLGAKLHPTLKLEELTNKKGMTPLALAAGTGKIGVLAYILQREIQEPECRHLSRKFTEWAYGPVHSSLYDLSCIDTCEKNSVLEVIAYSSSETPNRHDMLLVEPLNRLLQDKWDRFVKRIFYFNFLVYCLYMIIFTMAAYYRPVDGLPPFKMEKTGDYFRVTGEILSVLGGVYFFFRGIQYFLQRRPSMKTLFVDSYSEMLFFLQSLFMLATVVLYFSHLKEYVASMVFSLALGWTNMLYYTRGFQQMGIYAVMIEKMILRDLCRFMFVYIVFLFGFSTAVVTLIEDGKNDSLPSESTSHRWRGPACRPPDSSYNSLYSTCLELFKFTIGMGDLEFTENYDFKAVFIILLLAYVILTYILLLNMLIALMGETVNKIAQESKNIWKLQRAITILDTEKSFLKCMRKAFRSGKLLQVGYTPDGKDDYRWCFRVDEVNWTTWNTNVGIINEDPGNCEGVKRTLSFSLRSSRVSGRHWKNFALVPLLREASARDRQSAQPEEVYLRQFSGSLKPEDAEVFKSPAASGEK
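Cells expressing TRPV1 were dye-loaded with Fluo-8 and read kinetically: 10 s baseline, 3 min after compound (agonist portion), then 2 min after EC20 capsaicin (allosteric enhancer portion). Calcium-bound dye fluorescence at 480/520 nm.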
Rab9 promoter act: Rab9 promoter activation; AID 485297; Huh7 Rab9 promoter-luciferase reporter, luminescence, 24 h; 320,000 compounds, 2.8% hits; Potency, µM (series often up to 9.22 µM), inactives show top-dose activation, negative = inhibition, most hits filed as activators; further: potency means the concentration at half of the fitted maximal effect; % of control where 0% means no effect; nearly all actives have a fitted effect of over 60% in size
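Measured in stably transfected Huh7 cells bearing a Rab9 promoter–luciferase construct: 24 h compound treatment at 37 °C, followed by luminescence detection.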
ELG1 genotoxic: induces genotoxicity in HEK293T cells with luciferase-tagged ELG1. Potency, µM (top dose mostly 46 µM), for inactives: at the highest dose activity change, positive = activation, actives largely listed as activators. 330,000 compounds, 1.3% hits. HEK293T ELG1-luciferase reporter, luminescence, 16 h; further: potency means the concentration at half of the fitted maximal effect; % of control where 0% means no effect; nearly all actives have a fitted effect of over 60% in size
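Reporter readout depends on ELG1 protein level, which increases with genetic stress. After 16 hr compound exposure at 37 °C, luciferase activity was quantified using ONE-Glo.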
NPC1 promoter act: activates the NPC1 promoter; AID 485313; 320,000 compounds, 2.4% hits; Huh7 NPC1 promoter luciferase reporter, 24 h; Potency, µM (doses to about 9.22 µM), for the others: at the highest dose activation, actives largely listed as activators;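 further: potency means the concentration at half of the fitted maximal effect; % of control where 0% means no effect; nearly all actives have a fitted effect of over 60% in size; reporter is driven by a mutant NPC1 promoter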
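Cells: Huh7 expressing luciferase under the NPC1 promoter, 1500/well. Seeded 2 h, compound added, incubated 24 h at 37 °C. Luciferase reagent, 10 min ambient, then luminescence.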
Starred values were filed as active, the others as inactive; ? = inconclusive; nt = no result given; & = joins results of further samples; [ ] = dose if it differs, or a comment. Unless noted, the call rests on the fitted dose curve; in most records, active means well fitted curve in the direction sought with a large enough effect; inconclusive means small, poorly fitted or top-dose-only effect, or another doubt; inactive means no such curve, though single readings can be large; an effect the other way counts as inactive or inconclusive.

Value order: BRCA1 expr up | FLuc counter | RORgamma inh | p53 reactivator | ELG1 repair inh | Tb PFK block | VP16 counter | TRPV1 agonist | Rab9 promoter act | ELG1 genotoxic | NPC1 promoter act
- C=C1C(=O)O[C@@H]2[C@H]1[C@@H](OC(=O)/C(C)=C/C)C/C(C)=C\C(=O)/C=C(\C)[C@@H]2O
    -64% | 3% | ? | -17% | ? | 0% | 11µM* | -4 | -45%[inhibitor] | -17% | -49%[inhibitor]
- N=C1C(c2ccccc2)=C(O)CN1c1ccccc1N1CCOCC1
    0% | -1% | -3% | 3% | -1% | 0% | 4% | 2 | 5% | 4% | -3%
- CCn1c(COc2ccc3c(c2)OCO3)nnc1SCC(=O)O
    -3% | -1% | ? | -7% | 9% | 1% | -13% | 2 | 2% | 0% | 1%
- COc1cc(NC(=O)CCCSc2nc(-c3ccco3)cc(C(F)(F)F)n2)cc(OC)c1OC
    -31% | -10%&3% | ? | -9% | ? | 8% | -19% | 2 | -3% | -14% | -4%
- CCNS(=O)(=O)c1ccc(CCC(=O)NCc2ccncc2)cc1
    -3% | 0% | -8% | 19% | -10% | -2% | 4% | 1 | 0% | -1% | 1%
- CN(C1CCCCC1)S(=O)(=O)c1ccc(Cl)c(C(=O)O)c1
    -6% | 2% | 2% | -1% | -6% | 2% | 0% | 1 | 2% | -2% | -1%
- C=C1CCC(OC(C)=O)C2(C)CCC3C(C)C(=O)OC3C12O (centres undefined)
    -4% | -1% | 19% | 2% | 9% | 0% | -6% | 2 | -7% | 1% | -2%
- CSc1nc2[nH]c3c(c2c2nnnn12)CCCC3
    -24% | ? | ? | 22% | -14% | 0% | 0% | ? | -6% | 0% | -2%
- O=C(NNS(=O)(=O)c1ccccc1)C1CCCCC1
    -16% | 0% | 14% | 3% | 2% | 1% | 4% | 0 | 3% | 3% | 0%
- COCC(CN1CCN(C2=NS(=O)(=O)c3ccccc32)CC1)OC(=O)c1ccccc1 (centres undefined)
    -6% | 0% | 22% | 1% | -6% | -7% | 1% | 2 | -3% | -3% | -8%
- O=C(c1cc(-c2ccccc2)nn1-c1ccccc1)N1CCN(S(=O)(=O)c2c(F)cccc2F)CC1
    -35% | 8% | nt | 5% | ? | 10% | nt | -5 | 1% | 0% | -2%
- Cc1cc(C)n(-c2nc3c(c(=O)[nH]c(=O)n3C)n2CC(O)COc2ccccc2)n1 (centres undefined)
    -12% | 1% | 7% | -11% | -16% | -1% | -1% | -3 | 3% | -1% | -4%
- Cc1ccc(S(=O)(=O)N(C)C)cc1NC(=S)NC(C)CCCC(C)C (centres undefined)
    -57% | 0% | 18µM* | 6% | -17% | 0% | ? | 19 | -8% | -5% | 2%
- CCOC(=O)c1ccccc1NC(=O)c1cccc2c1C(=O)N(C1CCN(C(=O)OCC)CC1)C2
    -14% | -1% | -28% | 5% | 18µM* | -1% | -10% | 2 | -2% | -11% | -1%
- Cc1sc2cc(-c3cccc([N+](=O)[O-])c3)c(-c3cccc([N+](=O)[O-])c3)c[n+]2c1C
    -14% | -2% | 14% | -5% | -4% | 3% | -7% | 3 | -3% | -1% | -2%
- CC1CCN(C(=O)CN2C(=O)NC3(CCCCCC3)C2=O)CC1
    23% | 4% | nt | ? | 27% | -1% | nt | 2 | 2% | -1% | -5%
- COc1ccc(-n2c(SC(C)C(=O)Nc3ccc(NC(C)=O)cc3)nc3ccccc3c2=O)cc1OC (centres undefined)
    -21% | 1% | 16% | -5% | 3% | 0% | -5% | ? | -2% | 3% | -2%
- CC(C)c1nc2cc(C(=O)N(C)C3CCOCC3)ccc2o1
    7% | 1% | 4% | 12% | ? | -2% | -13% | -3 | 16% | 13% | -1%
- CC1CCCCC1NC(=O)CN1C(=O)CSc2cc(S(=O)(=O)N3CCCCCC3)ccc21 (centres undefined)
    -70% | 0% | 7% | -3% | ? | -8% | -9% | 25 | -3% | -3% | -2%
- COC(=O)c1cc(Cl)c(N)cc1OC
    2% | 0% | 13%[10 µM] | 6% | 6% | 1% | -1% | 4 | 0% | 2% | -2%
- O=C(CCc1nc(-c2ccccc2Cl)no1)NCCc1ccccc1
    9% | 4% | 1% | 0% | -14% | 1% | -6% | 5 | 4% | -1% | -3%
- FC(F)(F)c1cccc(Cc2noc(CN3CCCCC3c3ccccn3)n2)c1 (centres undefined)
    14% | -1% | 22µM* | -1% | -14% | 1% | -8% | 5 | -1% | -15% | -2%
- COC(=O)c1ccc(/C=N/NC(=O)C2CC(=O)N(c3ccc(OC)cc3)C2)cc1 (centres undefined)
    -18% | -2% | -4% | 11% | -3% | -6% | -7% | 29 | 0% | 2% | -2%
- O=C(NCCCN1CCC(Cc2ccccc2)CC1)C1CCN(S(=O)(=O)N2CCC3(CC2)OCCO3)CC1
    -8% | 3% | 1% | 12% | -15% | -3% | 6% | 1 | -6% | -4% | -10%
- O=S(=O)(Cc1ccccc1Cl)N1CCN(Cc2ccc3c(c2)OCO3)CC1
    7% | -2% | 5% | 15% | ? | -13% | 2% | 29 | -5% | -4% | -1%
- Cc1ccccc1NS(=O)(=O)c1cccc(C(=O)Nc2cccc(C(=O)O)c2)c1
    0% | ? | 1% | 35% | 0% | 0% | -1% | -3 | 0% | 1% | -3%
- COc1cccc(NC(=O)[C@H](CC(C)C)NC(=O)[C@@H]2Cc3ccccc3CN2)c1
    -6% | 0% | 7% | 11% | ? | -2% | 0% | 13 | -1% | 12% | 0%
- CC(=O)c1c(C)[nH]c(C(=O)COC(=O)c2ccc3c(=O)n4c(nc3c2)CCC4)c1C
    -33% | 4% | ? | 14% | ? | 4% | 2% | -1 | -1% | 2% | -2%
- O=S(=O)(/N=C(/Nc1ccc(F)c(F)c1F)c1ccccc1)c1ccccc1
    -7% | 6% | 19% | -1% | -4% | 1% | -11% | 1 | -5% | -1% | -1%
- CC(=O)c1c(C)[nH]c(C(=O)COc2cc(C)cc(C)c2)c1C
    -56% | -1% | 13% | -1% | -15% | 0% | -16% | 10 | -9% | -2% | -4%
- Cc1nc(CCNC(=O)CC2C(=O)NCCN2Cc2ccccc2)nc2c1CCC2 (centres undefined)
    12% | 2% | -3% | 6% | 2% | 1% | 6% | 3 | -3% | 0% | -1%
- CN(C(=O)COc1ccccc1C(=O)NCc1ccccc1)C1CCS(=O)(=O)C1 (centres undefined)
    1% | -1% | nt | -2% | 12% | 0% | nt | -5 | 3% | 0% | 6%
- Cc1cc(NC(=O)c2ccccc2)sc1C
    ? | 3.4µM* | -45% | nt | nt | nt | ? | ? | nt | nt | nt
- CC(C)(C)NS(=O)(=O)c1ccc(NC(=O)C2CCCO2)cc1 (centres undefined)
    4% | -2% | 1% | nt | 0% | -7% | -3% | -3 | 6% | 4% | 0%
- COc1ccc(CN2CCNC(=O)C2CC(=O)N(C)Cc2ccon2)c(F)c1 (centres undefined)
    2% | 2% | 7% | 2% | 0% | 1% | 1% | -3 | -1% | 2% | -5%
- O=C(O)c1ccc(C(=O)Nc2ccc(F)cc2)cc1
    1% | -16% | nt | 6% | ? | -1% | nt | -7 | -1% | -1% | -2%
- Nc1nc(SCc2ccccc2)ns1
    11µM* | ? | ? | ? | ? | 13% | ? | 2 | ? | 18µM* | 28%
- Nc1cc2nsnc2cc1Br
    -6% | -7% | 13µM* | -12% | -2% | 1% | -10% | -2 | -5% | -3% | -2%
- O=C(O)CN1C(=O)/C(=C\c2cc(Br)ccc2OCc2ccccc2F)SC1=S
    -1% | -1% | -7% | -1% | -1% | 1% | -1% | 1 | 7% | 1% | 2%
- O=C(CN1C(=O)COc2ccccc21)NCCCN1CCCCC1
    0% | 0% | -10% | 4% | 12% | 4% | 1% | -3 | 3% | -1% | -1%
- O=[N+]([O-])c1ccc(OCc2cn([C@@H](CO)c3ccccc3)nn2)c(Br)c1
    42% | -1% | 26% | -2% | 24% | 1% | 9% | 0 | -3% | 16% | -1%
- COc1ccc(N(CC(C)C)S(=O)(=O)c2nnc(NC(=O)CC(C)C)s2)cc1
    -1% | 2% | -21% | 5% | -1% | 0% | -10% | 1 | 0% | 2% | -4%
- O=C(CN1C(=O)c2ccc([N+](=O)[O-])cc2C1=O)NCCC1=CCCCC1
    -6% | -19% | nt | 4% | -2% | 5% | nt | 7 | 3% | 0% | -1%
- COc1ccc(NC(=O)C(c2ccc(OC)cc2)N(C)C(=O)CNC(C)=O)cc1 (centres undefined)
    14% | 0% | 13% | -1% | -15% | 0% | -10% | -1 | -6% | 6% | 3%
